EphA4 KYL inhibition – EphA4 ligand-binding antagonists – biochemical, colorimetric, mouse EphA4, primary screen (AID 689) | EphA4-AP binding to KYL peptide, pNPP A405; higher % means a stronger effect | one-dose inhibition, % at 10 µM; IC50 in µM for titrated hits | 0.1% of 62,000 active; in the data active = a potency from the dose series; inactive = the rest, 99 in 100 with inhibition below about 22%
An asterisk follows results filed as active. Some of the compounds tested; the hit share may differ from the screen's.

SMILES	EphA4 KYL inhibition
CCCCNC(=O)COC(=O)c1ccc(NS(=O)(=O)c2ccc3c(c2)OCCO3)cc1	4.7%
Cc1cc(C)nc(SCc2nc3ccccc3n2C)n1	-29.2%
COc1ccc(N=C2NC(=O)/C(=C\c3ccco3)S2)cc1	-5.9%
COc1ccc(CNC(=O)COC(=O)c2c[nH]c(=O)[nH]c2=O)cc1OC	-3.6%
CCn1cc(C(=O)NCc2ccco2)c(=O)c2cc(S(=O)(=O)N3CCC(C)CC3)ccc21	-0.2%
CC1CCN(CC(O)COc2ccc(F)cc2)CC1 (stereo not drawn)	5.1%
CCC1CCCCN1C(=O)CSc1nnc(-c2ccc(Cl)s2)o1 (stereo not drawn)	5.0%
Cc1cc(C)nc(N2CCC(C(=O)NCCc3ccc(F)cc3)CC2)n1	-4.4%
Cc1cc(=O)c2c(O)c(O)ccc2o1	-0.9%
COc1ccc(C(CNC(=O)c2ccc3c(c2)C(=O)N(CCC(C)C)C3=O)N2CCOCC2)cc1 (stereo not drawn)	2.2%
Cc1ccc(-c2noc(CCC(=O)NCCN3CCN(Cc4ccccc4)CC3)n2)cc1	-2.9%
CCC(C)NC(=O)c1cc(OC)c(OC)c(OC)c1 (stereo not drawn)	-9.2%
O=C(N/N=C/c1ccc([N+](=O)[O-])o1)c1cc(-c2cccc(Br)c2)nc2ccccc12	1.4%
CCN(CC)c1ccc(NC(=O)c2ccc(-c3ccc([N+](=O)[O-])cc3C)o2)cc1	4.1%
COc1cccc(-n2nc(-c3ccnn3-c3ccccc3)c(=O)n(C)c2=O)c1	-12.5%
Cc1ccc(CCN2C(=O)CCC2(C)C(=O)NCc2cccnc2)cc1 (stereo not drawn)	2.3%
COc1ccc(/C=C2\C(=O)NC(=O)N(c3ccc(C)cc3)C2=O)c(C)c1	-15.6%
O=c1c2cnn(-c3ccccc3)c2ncn1Cc1ccccn1	-2.2%
CCOc1ccccc1NC(=O)c1ccc([N+](=O)[O-])cc1	1.7%
CCOC(=O)Cc1csc(NC(=O)C2CCCCC2C(=O)O)n1 (stereo not drawn)	-3.1%
COc1ccc(C(=O)NC(=S)Nc2cc([N+](=O)[O-])cc(Cl)c2O)cc1	-9.0%
COc1ccc(C(=O)N/C(=C\c2ccc(Cl)cc2)C(=O)NCC2CCCO2)cc1 (stereo not drawn)	-5.8%
COc1cccc(-c2nc(NCCN3CCOCC3)c3ccccc3n2)c1O	-12.7%
COc1ccc(S(=O)(=O)N2CCCC(C(=O)Nc3ccc(OC)c(OC)c3)C2)cc1 (stereo not drawn)	1.3%
COc1ccc(C(=O)Nc2cccc(OC(=O)c3ccc(C)c(C)c3)c2)cc1	-10.9%
CC(=O)Nc1ccc(NC(=O)c2c(C)nc3ccccn23)cc1	-6.4%
CCOC(=O)c1nn(-c2ccccc2F)c(-c2ccccc2)c1C(=O)c1ccccc1	-12.2%
CC(C)(C)N(NC(=O)Nc1ccc(Cl)cc1)C(=O)c1ccccc1	-2.0%
Cc1ccc(S(=O)(=O)c2c(N)n(CCN3CCOCC3)c3nc4ccccc4nc23)cc1C	6.2%
CCCC(c1nnnn1CCC(C)C)N1CCC(C(N)=O)CC1 (stereo not drawn)	0.1%
O=C(O)CCCCCn1c(SCC(=O)N2CCCC2)nc2ccsc2c1=O	-0.5%
COC(=O)c1ccc(C)c(NS(=O)(=O)c2ccc(OC)cc2)c1	0.4%
Cn1c(=O)c2c(nc(CN3CCN(C(=O)c4ccco4)CC3)n2CCCc2ccccc2)n(C)c1=O	-12.9%
NC(=O)CNC(=O)[C@@H]1CC2(CC(c3ccc(Cl)cc3)=NO2)CN1C(=O)c1ccccc1 (stereo partly drawn)	11.1%
Cc1cccc(NCc2nc(SCC(N)=O)n[nH]2)c1	-11.2%
O=C1CCc2cc(S(=O)(=O)N3CCC(C(=O)NCCC4=CCCCC4)CC3)ccc2N1	-6.2%
CCOC(=O)c1cccc(NC(=O)CSc2nnc(CNc3ccc(C)cc3)n2CC)c1	-38.0%
COCc1nc2ccccc2n1CCOc1ccccc1OC	-12.3%
CCOc1ccccc1NC1=CC(=O)CC(c2ccccc2)C1 (stereo not drawn)	-29.1%
O=C(NCCCN1CCC(Cc2ccccc2)CC1)C1CCN(S(=O)(=O)N2CCOCC2)CC1	-9.6%
C/C=C/Cn1c(SCc2ccc(C)cc2)nc2c1c(=O)[nH]c(=O)n2C	-6.3%
CCOC(=O)c1ccccc1NC(=O)/C(C)=C/C(=O)O	-5.2%
CCCN(CCC)C(=O)c1cc(-c2ccc3c(c2)OCO3)nc2ccccc12	23.6%
NCCc1nnc(SCc2ccc(F)cc2)o1	-7.1%
CC1Cc2ccccc2N1C(=O)COC(=O)Cn1cnc2ccccc2c1=O (stereo not drawn)	-2.6%

16 of these compounds in a different format:
EphA4 KYL inhibition | smiles
4.7% | CCCCNC(=O)COC(=O)c1ccc(NS(=O)(=O)c2ccc3c(c2)OCCO3)cc1
-29.2% | Cc1cc(C)nc(SCc2nc3ccccc3n2C)n1
-5.9% | COc1ccc(N=C2NC(=O)/C(=C\c3ccco3)S2)cc1
-3.6% | COc1ccc(CNC(=O)COC(=O)c2c[nH]c(=O)[nH]c2=O)cc1OC
-0.2% | CCn1cc(C(=O)NCc2ccco2)c(=O)c2cc(S(=O)(=O)N3CCC(C)CC3)ccc21
5.1% | CC1CCN(CC(O)COc2ccc(F)cc2)CC1 (stereo not drawn)
5.0% | CCC1CCCCN1C(=O)CSc1nnc(-c2ccc(Cl)s2)o1 (stereo not drawn)
-4.4% | Cc1cc(C)nc(N2CCC(C(=O)NCCc3ccc(F)cc3)CC2)n1
-0.9% | Cc1cc(=O)c2c(O)c(O)ccc2o1
2.2% | COc1ccc(C(CNC(=O)c2ccc3c(c2)C(=O)N(CCC(C)C)C3=O)N2CCOCC2)cc1 (stereo not drawn)
-2.9% | Cc1ccc(-c2noc(CCC(=O)NCCN3CCN(Cc4ccccc4)CC3)n2)cc1
-9.2% | CCC(C)NC(=O)c1cc(OC)c(OC)c(OC)c1 (stereo not drawn)
1.4% | O=C(N/N=C/c1ccc([N+](=O)[O-])o1)c1cc(-c2cccc(Br)c2)nc2ccccc12
4.1% | CCN(CC)c1ccc(NC(=O)c2ccc(-c3ccc([N+](=O)[O-])cc3C)o2)cc1
-12.5% | COc1cccc(-n2nc(-c3ccnn3-c3ccccc3)c(=O)n(C)c2=O)c1
2.3% | Cc1ccc(CCN2C(=O)CCC2(C)C(=O)NCc2cccnc2)cc1 (stereo not drawn)

Next section:
SMILES	EphA4 KYL inhibition
Cc1nccn1S(=O)(=O)c1ccc(Br)cc1	4.6%
CCOc1ccccc1NC(=O)c1ccccc1-c1nc(-c2ccccc2OC)no1	-4.4%
CN1CCC(N(C)C(=O)COc2ccccc2-c2ccccc2)CC1	-2.0%
COc1ccc(-c2noc(CN(C(=O)c3cccs3)C(C)C)n2)cc1	3.3%
O=C(Nc1ccc(Cl)cc1)Nc1nnc(-c2cccc(F)c2)s1	3.0%
CCSC(=O)CCCCCCCCCCCO	-5.3%
COc1ccc2c(c1)C1C=CCC1C(C(=O)O)N2 (stereo not drawn)	32.0%
CC(C)(C)NC(=O)c1ccc2c(c1)N(CC(=O)N1CCN(c3ccccc3F)CC1)C(=O)C(C)(C)O2	-22.4%
O=C(CSc1nc2ccccc2[nH]1)c1ccco1	11.9%
CCOc1nc(-c2ccc(OC)cc2)ccc1-c1noc(-c2cc(OC)c(OC)c(OC)c2)n1	10.7%
Cc1ccccc1NC(=O)CC1S/C(=N/c2nccs2)N(C)C1=O (stereo not drawn)	-0.2%
CC1CC(C)(C)N(C(=O)CN2C(=O)c3ccccc3C2=O)c2ccccc21 (stereo not drawn)	-8.0%
O=C(CC1CCCCC1)N1CCC(c2nc(-c3ccc(S(=O)(=O)N4CCCC4)cc3)no2)CC1	-4.9%
O=C(Cc1ccccc1)N1N=C(c2ccccc2)CC1(O)C(F)(F)F (stereo not drawn)	-8.4%
CN(Cc1ccccc1)c1nc2c(c(=O)[nH]c(=O)n2C)n1CCCc1ccccc1	-7.4%
Cc1c(NC(=S)/C=C2\N(C)c3ccccc3C2(C)C)c(=O)n(-c2ccccc2)n1C	-19.1%
CC(C)CNS(=O)(=O)c1ccccc1C(=O)N1CCCCC1	9.8%
CCOC(=O)C(Cc1ccc(NC(=O)/C(=C/c2ccccc2)NC(=O)c2ccccc2)cc1)N1C(=O)c2ccccc2C1=O (stereo not drawn)	-14.2%
COc1ccc(OC)c(C2CC(=O)N3CN(c4cccc(Cl)c4)CSC3=C2C#N)c1 (stereo not drawn)	0.0%
CCCN1C(=O)c2cc(C(=O)NC3CCCC3)ccc2C1O (stereo not drawn)	-20.6%
CC(C)CCNC(=O)c1ccc2c(c1)ncn2C1CCCCC1	5.9%
CC1CCC(C(=O)NC(C(=O)NCCCN2CCOCC2)C(C)C)CC1 (stereo not drawn)	3.8%
CC(C)Oc1ccc(CNCCC2(C(C)C)CCOC(C)(C)C2)cc1 (stereo not drawn)	0.8%
O=C1CN(C(=O)c2ccc(Br)o2)C(c2ccccc2)c2cc(Cl)ccc2N1 (stereo not drawn)	15.6%
CCCCCCNc1c(C(=O)OCC)c(=O)[nH]c2ccccc12	-18.5%
CCCOc1cccc(C(=O)Nc2ccc(Br)cc2C(=O)O)c1	-7.2%
O=P(O)(O)CCP(=O)(c1ccccc1)c1ccccc1	-21.5%
COCCNC(=O)CSCc1nc(-c2ccc(SC)cc2)oc1C	-12.7%
O=C(NCCc1ccccc1)C(=O)Nc1ccc([N+](=O)[O-])cc1	-3.9%
COc1ccc(C(=O)O/N=C(\N)Cc2ccc(Cl)cc2)cc1OC	-3.7%
Cc1onc(-c2ccccc2)c1C(=O)Nc1ccccc1Oc1ccccc1	-7.5%
Cc1ccc(S(=O)(=O)CCC(=O)OCC(=O)Nc2cc(C)on2)cc1	5.1%
COc1ccc(OC)c2sc(NC(=O)c3ccc(Cl)s3)nc12	7.3%
Cc1nnc(SCC(=O)Nc2ccccc2[N+](=O)[O-])[nH]c1=O	-9.5%
COc1ccc(C(=O)COC(=O)CN2C(=O)NC(C)(C)C2=O)cc1OC	-14.4%
COc1cccc(N2CCN(C(=S)NCc3ccco3)CC2)c1	-3.5%
COc1ccc(C2N3CC4(C)CN2CC(C)(C3)C4=O)cc1OC (stereo not drawn)	-9.0%
CCOc1ccc(S(=O)(=O)N(CC(=O)Nc2ccccc2C)c2ccc(C)cc2)cc1	2.0%
COc1cccc(NC(=O)C(NC2CCCC2)c2ccccc2)c1 (stereo not drawn)	-9.7%
O=C(O)Cn1c(P(=O)(O)c2ccccc2)nc2ccccc21	-2.4%
Clc1ccc2[nH]c3c(NCCCN4CCOCC4)ncnc3c2c1	-5.4%
Cc1ccc(C(=O)COC(=O)c2ccc3c(c2)C(=O)N(c2cccc4ncccc24)C3=O)cc1C	-2.9%
COc1ccc(-c2ccc(/C=N/n3cnnc3)o2)c([N+](=O)[O-])c1	-9.3%
COC(=O)c1cccc(NC(=O)c2nn(C)c(=O)c3ccccc23)c1	7.0%
O=S(=O)(/N=C/N1CCOCC1)c1ccc(Cl)cc1	-8.9%
CCCCC1(CCCC)NC(=S)N(Nc2ccc(C)cc2)C1=O	-5.4%
O=C1NN(c2ccccc2)C(=O)/C1=C/c1ccc(Br)o1	16.0%
Cc1ccc(OCC(O)CNC(=O)c2ccccc2C(=O)O)cc1 (stereo not drawn)	-9.9%
O=[N+]([O-])c1ccc(NN=C2CCCCC2)c([N+](=O)[O-])c1	-6.2%
Cc1ccccc1NC(=O)c1cnn(-c2ccccc2)c1NC(=O)c1ccco1	-10.7%
CCOC(=O)CSc1nnc([C@@H](NC(=O)OC(C)(C)C)C(C)C)o1	-13.0%
O=C(NCc1cccnc1)c1c(Cl)cccc1Cl	-1.2%
O=C(NCCN1CCN(c2ccccc2F)CC1)C1CC(=O)N(C2CCCC2)C1 (stereo not drawn)	-13.6%
Cc1ccc(-c2noc(CCC(N)=O)n2)cc1	-2.9%
CCOc1cc(C(=O)OCC(=O)c2c(N)n(C)c(=O)n(C)c2=O)cc(OCC)c1OCC	-0.8%
CCOC(=O)c1c(NC(=O)CSc2nnc(C)s2)sc2c1CCCCC2	2.9%
CC(C)(C)OC(=O)N1Cc2ccccc2C[C@H]1C(=O)O	6.9%
COc1cccc(C(=O)Nc2c3c(nn2-c2ccccc2C)CS(=O)C3)c1OC (stereo not drawn)	1.6%
CC(=O)c1ccc(NC(=S)NC(=O)/C=C/c2ccccc2)cc1	-8.0%
Cc1c(O)c(CN2CCCC2)cc2c1oc(=O)c1ccccc12	-5.8%

Next part
SMILES	EphA4 KYL inhibition
CCn1c(SCC(=O)OCc2ccccc2)nc2c1c(=O)n(C)c(=O)n2C	-1.1%
O=C(c1ccc(S(=O)(=O)N2CCOCC2)cc1)N1CCN=C1SCc1cccnc1	2.5%
NC(=O)c1ncc(C(F)(F)F)cc1Oc1cccc(C(F)(F)F)c1	-0.5%
O=C1CCC2CCCCC2(O)O1 (stereo not drawn)	-27.3%
CCOC(=O)NC(Nc1sc2c(c1C(N)=O)CCCC2)(C(=O)OCC)C(F)(F)F (stereo not drawn)	-5.2%
O=C(NCc1ccc(F)cc1)C1CC(=O)N(CCc2ccccc2)C1 (stereo not drawn)	9.6%
CCCCOC(=O)CSc1nnc(-c2ccc(Cl)cc2Cl)o1	-4.0%
O=C(NC(=S)Nc1ccc(NC(=O)c2ccco2)c(Cl)c1)c1ccco1	-0.7%
CCOc1ccccc1OCC(=O)O	15.4%
CCc1ccccc1NC(=O)CN(c1ccc(C)cc1)S(=O)(=O)c1ccc(SC)cc1	12.0%
CC(C)(C)c1nc2ccccc2c2nnc(SCC(=O)Nc3nc4ccccc4s3)n12	2.9%
COC(=O)C1=C(N)c2ccccc2C1(C#N)c1ccccc1 (stereo not drawn)	-2.9%
CCOC(=O)c1c(C)[nH]c(C(=O)COC(=O)C2(C)CC2(Cl)Cl)c1C (stereo not drawn)	-5.2%
O=C1C2C3C=CC(CC3)C2C(=O)N1c1ccc2c(c1)OCO2 (stereo not drawn)	-2.8%
NC(=O)c1c(N)sc2c1CCCC2	-17.3%
CC(Sc1nc(N2CCOCC2)nc(N2CCOCC2)n1)C(=O)Nc1ccccc1 (stereo not drawn)	2.9%
CC(=O)c1cccc(NC(=O)C2CCN(S(=O)(=O)c3ccc(F)cc3)CC2)c1	1.2%
O=C(NCc1ccc2c(c1)OCO2)c1ccncc1	-6.3%
Cc1ccc(/C(O)=C2\C(=O)C(=O)N(c3nccs3)C2c2cccs2)cc1 (stereo not drawn)	-1.6%

Screening results (PubChem)
